Assay outcomes as filed in PubChem.
DAX1 inh-1 = DAX1 (NR0B1) inhibitors, primary screen, cell-based, HEK293, Gal4-DAX1, luciferase luminescence; Nuclear receptor subfamily 0 group B member 1 (Homo sapiens), P51843; HEK293 Gal4-DAX1 luciferase reporter; inhibition, % at 6.75 µM; 0.99% of 340,000 active; AID 504766, 2011;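 active means inhibition above the mean over all tested compounds plus 3 SD, cut at about 4.2% in these data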;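 further: 0% = DAX1-transfected cells with DMSO and 100% = empty-vector control cells with DMSO; inhibition shows as a rise in luminescence from relieved DAX1 repression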
Target sequence (P51843 207-470 limits assumed): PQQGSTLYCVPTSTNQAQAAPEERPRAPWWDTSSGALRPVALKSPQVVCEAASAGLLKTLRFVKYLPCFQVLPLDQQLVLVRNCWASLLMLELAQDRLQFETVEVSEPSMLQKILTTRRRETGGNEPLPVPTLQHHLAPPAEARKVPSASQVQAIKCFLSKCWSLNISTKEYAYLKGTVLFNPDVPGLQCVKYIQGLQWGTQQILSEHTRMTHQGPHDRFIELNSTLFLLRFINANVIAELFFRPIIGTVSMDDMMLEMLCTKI
HGIII-sPLA2 inh = human group III sPLA2 inhibitors, primary screen, biochemical, QFRET, BODIPY PC-A2 liposome substrate; Group 3 secretory phospholipase A2 (Homo sapiens), Q9NZ20; AID 743126, 2013; 0.56% of 370,000 active; inhibition, % at 12.2 µM; QFRET BODIPY PC-A2 liposome hydrolysis, fluorescence;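 active means inhibition above mean plus 3 SD of compounds lying within the high and low control bounds, cut at about 19% in these data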;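 further: 0% = median of test compound wells and 100% = no enzyme DMSO wells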
Target sequence (Q9NZ20 whole entry, looked up): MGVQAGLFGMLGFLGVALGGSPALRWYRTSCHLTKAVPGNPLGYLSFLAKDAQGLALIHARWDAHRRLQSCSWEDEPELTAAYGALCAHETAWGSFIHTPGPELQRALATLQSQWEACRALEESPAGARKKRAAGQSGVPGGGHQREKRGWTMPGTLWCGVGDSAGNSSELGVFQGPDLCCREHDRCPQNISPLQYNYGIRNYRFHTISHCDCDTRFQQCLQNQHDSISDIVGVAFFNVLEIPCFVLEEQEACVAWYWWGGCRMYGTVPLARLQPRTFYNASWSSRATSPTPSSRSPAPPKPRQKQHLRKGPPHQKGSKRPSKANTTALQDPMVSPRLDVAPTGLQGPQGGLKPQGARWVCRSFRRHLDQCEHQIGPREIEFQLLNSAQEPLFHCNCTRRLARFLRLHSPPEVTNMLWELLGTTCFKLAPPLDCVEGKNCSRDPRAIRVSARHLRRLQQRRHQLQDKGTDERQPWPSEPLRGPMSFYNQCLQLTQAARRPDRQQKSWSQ
SMARCA2 act = SMARCA2 (BRM) function activators, primary screen, cell-based, luminescence, high throughput. 1% of 370,000 active. activation, % at 9.1 µM. MG213 cells, MMTV-luciferase reporter, dexamethasone, overnight; in the data active means activation above about 7.8%;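 further: 0% = vehicle wells and 100% = reference activator wells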
hgDAF12 agonist = H. glycines DAF-12 receptor agonists, primary screen, cell-based, luminescence, HEK293, GAL4 fusion, UAS-luciferase. Nuclear hormone receptor DAF-12 (Heterodera glycines), GAL4 fusion. HEK293 GAL4-hgDAF12 UAS-luciferase reporter, agonist luminescence; normalized to butyrate control. activation, % at 6.8 µM. 1.8% of 370,000 active. AID 687014, 2013;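 active means activation above a cutoff set at the mean of all screened compounds plus 3 SD, cut at about 10% in these data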;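 further: 0% = DMSO wells and 100% = sodium butyrate wells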
PLCb3 inh = human PLC-beta3 inhibitors, primary screen, biochemical, fluorescence; AID 720704, 2013; 0.18% of 370,000 active; Purified PLC-beta3, fluorogenic substrate; inhibition, % at 12.2 µM; in the data active means inhibition above about 11%;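 further: 0% = median of compound wells on plate and 100% = full blocker control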
DAX1 inh-2 = DAX1 (NR0B1) inhibitors on StAR promoter, primary screen, cell-based, luminescence, SF-1 (NR5A1), full-length DAX-1; AID 652010, 2013; 1.1% of 370,000 active; inhibition, % at 6.8 µM; HEK293T StAR-luciferase reporter, SF-1/DAX-1 repression relief;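 active means inhibition above the mean over all tested compounds plus 3 SD, cut at about 3.6% in these data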;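 further: 0% = DAX-1 cells with DMSO and 100% = cells lacking DAX-1 with DMSO; higher inhibition means more luminescence from relief of DAX-1 repression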
hcDAF-12 act = H. contortus DAF-12 nuclear receptor activators, primary screen, cell-based, luminescence, HEK293, lit1-tk-luc reporter; HEK293 hcDAF-12 lit1-tk-luc reporter; 0% DMSO, 100% Δ7-dafachronic acid; activation, % at 6.8 µM; 1.4% of 370,000 active; AID 652067, 2013;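 active means activation above the mean of all tested compounds plus 3 SD, cut at about 5.5% in these data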;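 further: 100% = response to 3 µM Δ7-dafachronic acid high control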
NR1D1 modulator = modulators of Rev-erb alpha DNA binding, primary screen, biochemical, FITC-DNA, fluorescence polarization, uHTS | activity, % at 10 µM | 0.79% of 370,000 active | AID 1259318, 2017 | Rev-erbα–FITC-DNA binding, 90 min;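 active means activity above about 14%, limit read from the data; passing the limit was not always enough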;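 further: 0% = DMSO wells with 35 nM protein and 100% = DMSO wells with 750 nM protein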
FXN GAA850 act = FXN promoter activators, primary screen, cell-based, luciferase luminescence, HEK293 lucGAA850 | AID 540364, 2011 | 0.56% of 360,000 active | HEK293 lucGAA850 FXN promoter luciferase reporter, 24 h; percent of 10 µM SAHA response | activation, % at 6 µM;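 active means activation above the average of all compounds screened plus 3 SD, cutoff fixed separately per campaign, cut at about 7.5% in these data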;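 further: 0% = DMSO wells and 100% = 10 µM SAHA wells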
PG9 Ab binder = binders of HIV-1 gp120 antibody PG9, primary screen, biochemical, TR-FRET. inhibition, % at 6.7 µM. 0.43% of 360,000 active. TR-FRET gp120-PG9 antibody binding. HIV-1 gp120 / PG9 antibody interaction; in the data active means inhibition above about 8.5%
ssDAF-12 act = S. stercoralis DAF-12 nuclear receptor activators, primary screen, cell-based, luminescence, HEK293, GRIP1 co-expression, lit1-tk-luc; Nuclear hormone receptor DAF-12 (Strongyloides stercoralis); HEK293 ssDAF-12/GRIP1 lit1-tk-luc reporter; % of 3 µM dafachronic acid response; activation, % at 6.8 µM; 1% of 370,000 active;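 active means activation above the mean over all tested compounds plus 3 SD, cut at about 0.9% in these data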;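 further: 0% = DMSO-only wells and 100% = 3 µM delta7-dafachronic acid wells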
Numbers without * were called inactive; / = no result given.

SMILES	DAX1 inh-1	HGIII-sPLA2 inh	SMARCA2 act	hgDAF12 agonist	PLCb3 inh	DAX1 inh-2	hcDAF-12 act	NR1D1 modulator	FXN GAA850 act	PG9 Ab binder	ssDAF-12 act
Cc1ccc(C)c(CN2CCC(CNC(=O)CCc3nnc4ccc(N5CCC(C)CC5)nn34)CC2)c1	0.2	-6	1	0.3	-10	1.0	-1.7	-3	0.2	0.3	-1.2
O=C(C(c1ccccc1)c1ccccc1)N1CCC(c2nc(-c3ccccc3Cl)no2)CC1	0.7	-20	-1	-0.8	-4	-0.5	-0.1	4	0.9	-1.5	-0.5
O=C(COc1ccccc1)Nc1nc2cc3c(cc2s1)OCO3	0.3	-3	1	5.0	-8	3.2	6.1*	41*	0.3	21*	-0.5
CC(=O)c1ccc(N2CCN(C(=S)Nc3ccc(Oc4ccccc4)cc3)CC2)cc1	-6.6	-5	-7	-9.2	-28	-3.2	-4.2	-5	-4.1	0.8	-2.9
CN(C)CCCN(Cc1cc2cc3c(cc2[nH]c1=O)OCO3)C(=S)Nc1cccc(Cl)c1	-0.1	-5	3	-1.8	-25	0.3	-1.7	0	2.3	-1.2	-0.6
CC(Oc1ccc(Cl)cc1Cl)C(=O)NCCCN1CCOCC1 (stereo unspecified)	1.3	-4	-2	-2.2	-1	0.5	-1.9	-7	-0.2	0.2	-1.7
CC(C)=C(NC(=O)c1ccccc1)C(=O)NCc1ccccc1	2.8	1	0	5.1	2	-0.2	-1.1	-2	-0.2	-0.5	-1.1
COC(=O)c1cccc(C23CC4(C2)[C@H](CN(Cc2ccc(-c5ccccc5)cc2)[C@@H]4c2ccccc2)C3c2ccccc2)c1 (stereo partly specified)	-0.9	9	0	2.2	4	0.2	0.3	6	-1.4	1.9	-0.1
CCC(=O)N1CCc2cc(S(=O)(=O)N3CCN(C(=O)c4ccco4)CC3)ccc21	0.3	2	0	-0.8	1	0.0	-0.7	1	-2.7	-2.9	-0.8
COc1ccc(CN(C)C(=O)C2CC(=O)N(c3ccc4c(c3)OCCO4)C2)cc1 (stereo unspecified)	0.2	2	-2	0.5	2	-0.8	-0.2	13	-0.3	-2.7	-1.7

Entries of single compounds, quoted from the list.
Record of `COC(=O)c1cccc(C23CC4(C2)[C@H](CN(Cc2ccc(-c5ccccc5)cc2)[C@@H]4c2ccccc2)C3c2ccccc2)c1` (stereo partly specified) : DAX1 inh-1 = -0.9; HGIII-sPLA2 inh = 9; SMARCA2 act = 0; hgDAF12 agonist = 2.2; PLCb3 inh = 4; DAX1 inh-2 = 0.2; hcDAF-12 act = 0.3; NR1D1 modulator = 6; FXN GAA850 act = -1.4; PG9 Ab binder = 1.9; ssDAF-12 act = -0.1
Record of `O=C(C(c1ccccc1)c1ccccc1)N1CCC(c2nc(-c3ccccc3Cl)no2)CC1` : DAX1 inh-1 = 0.7; HGIII-sPLA2 inh = -20; SMARCA2 act = -1; hgDAF12 agonist = -0.8; PLCb3 inh = -4; DAX1 inh-2 = -0.5; hcDAF-12 act = -0.1; NR1D1 modulator = 4; FXN GAA850 act = 0.9; PG9 Ab binder = -1.5; ssDAF-12 act = -0.5

Continuation.
SMILES	DAX1 inh-1	HGIII-sPLA2 inh	SMARCA2 act	hgDAF12 agonist	PLCb3 inh	DAX1 inh-2	hcDAF-12 act	NR1D1 modulator	FXN GAA850 act	PG9 Ab binder	ssDAF-12 act
COc1ccc(/C=N/NC(=O)COc2cc(C)cc(C)c2)cc1COC(C)=O	1.3	-1	-5	0.9	2	0.1	0.6	0	-2.5	-2.4	-0.2
CCOC(=O)NC(Nc1ccc(OC)cc1)(C(F)(F)F)C(F)(F)F	-1.9	6	1	1.4	-6	0.1	1.5	-1	-0.7	0.4	-1.7
COc1ccccc1CC(=O)O/N=C(\N)Cc1cccc2ccccc12	-0.9	-6	-1	0.2	-18	-0.9	-0.2	-1	1.9	6.0	-0.9
Cc1cc(C)nc(CCNC(=O)c2cc(COc3ccccc3)on2)n1	1.1	-12	0	1.8	-11	2.0	0.6	2	-0.8	-2.0	0.0
O=C(NCc1ccccn1)Nc1ccc(Br)cc1Cl	2.5	7	6	6.0	-5	5.2*	1.2	4	2.1	-1.4	-0.8
CC(NC(=O)Nc1ccccn1)N1C(=O)C2C3C=CC(C3)C2C1=O (stereo unspecified)	0.7	-1	0	-1.2	1	0.6	0.0	4	-0.1	-0.6	-1.1
CCCCCSc1nnc2c(n1)OC(C)N(C(C)=O)c1ccccc1-2 (stereo unspecified)	-1.1	4	0	-3.7	-41	-0.3	1.2	-2	1.4	0.5	-0.8
COc1ccc(NS(=O)(=O)c2cc(Br)cc3c2N(C(C)=O)CC3)cc1	-0.5	7	-2	0.6	-8	-1.1	-0.7	-8	-4.1	-0.2	-0.9
COc1cccc(CN2CCC(C(=O)N3CCN(Cc4ccc5c(c4)OCO5)CC3)CC2)c1OC	-0.6	-1	-3	-1.3	-7	-3.6	-0.7	-6	-0.8	-1.4	-1.3
COCCN1C[C@@H](CO)O[C@@H](n2cnc3c(N4CCN(c5ccccc5)CC4)ncnc32)C1	/	-7	-1	-1.3	4	-0.7	0.1	3	-1.6	-1.4	-1.3
CCCOC(=O)c1ccc(Oc2cn[nH]c2-c2ccc(OC)cc2O)cc1	-2.5	-79	-1	-0.7	1	-0.8	-2.0	-3	0.4	1.5	-0.8
Cc1nnc(SCc2c(Cl)cccc2[N+](=O)[O-])s1	-0.9	-4	-1	3.1	4	0.6	-2.5	1	-0.6	-0.3	-0.9
CC(=O)OC1CC2C(C)(C)C(=O)C=CC2(C)C2CCC3(C)C(c4ccoc4)OC(=O)C4OC43C12C (stereo unspecified)	/	-1	-1	-4.3	2	-3.1	-4.3	-3	-2.2	-0.4	-2.1
CN(C)C=NC1=NN(c2cccc(C(F)(F)F)c2)CC1	0.7	21*	2	2.1	5	0.0	-0.2	1	0.8	-23	-1.3
O=C(c1ccccc1)c1cccn1CC(=O)N1CCc2ccccc2C1	-1.0	-5	-1	-2.0	-1	-0.4	-1.4	5	0.1	1.1	-1.4
O=C(COC(=O)C1(c2ccccc2F)CCCC1)NC1CCS(=O)(=O)C1 (stereo unspecified)	0.6	-2	0	-0.9	1	-0.2	-1.3	-5	-1.7	0.1	-1.0
Cc1cccc(-c2nc(N)nc(N)n2)c1	1.5	-2	2	2.9	-2	0.6	1.8	-3	2.1	-2.4	-0.8
COc1ccc(NS(=O)(=O)c2ccc(S(=O)(=O)N3CCOCC3)cc2)cc1	0.5	-11	-4	-3.3	-2	-0.5	-0.1	5	0.4	-1.2	-1.3
COc1ccc(-c2sc3ccccc3c2-c2cc(OC)ccc2C=O)cc1	/	9	-2	0.0	2	-0.9	-0.6	12	/	0.9	-1.1
COc1ccc(/C=N/NC(=O)CC(=O)NC2CCCCC2)cc1	0.4	-10	0	-1.2	-2	0.4	-0.9	-1	1.7	-0.7	-0.9
CCC1CCCCN1CCNS(=O)(=O)c1ccc2c(c1)oc(=O)n2C (stereo unspecified)	-0.8	-6	1	-1.4	1	1.3	1.7	5	-2.7	-0.7	-1.2
COc1ccc(NS(=O)(=O)c2cccc(C(=O)OCC(=O)N3CCN(c4ccc(OC)cc4)CC3)c2)cc1	-4.3	-18	-5	-4.5	-2	-5.0	-3.0	-3	0.1	-1.2	-2.2
COc1ccc(C(CNC(=O)Nc2ccccc2)N2CCN(C)CC2)cc1 (stereo unspecified)	-0.3	-6	2	2.6	-3	0.3	5.0	-5	1.0	-1.5	0.1
Cc1ccccc1CN1CCN(S(=O)(=O)c2cccs2)CC1	-0.4	-4	-4	-1.0	0	-0.5	-0.1	1	0.4	-0.4	-0.8
COc1ccc(NC(=O)Cc2nnc(SCC(=O)Nc3nccs3)n2C)cc1	1.7	1	-3	0.1	-4	-0.1	-0.9	-4	1.6	-0.1	-0.6
Cc1cccc([N+](=O)[O-])c1NC(=O)COC(=O)C1CCCO1 (stereo unspecified)	0.1	5	-3	3.4	-4	1.4	-2.3	-3	-1.8	-0.8	-0.5
COc1ccc(S(=O)(=O)Cc2ccc(C(=O)N3CCN(c4cc(C)ccc4C)CC3)o2)cc1	-0.3	-8	-2	-0.8	-9	0.6	-0.3	-3	3.8	2.2	-1.3
CCOc1ccccc1NC(=O)NC(C)c1ccc2c(c1)OCO2 (stereo unspecified)	1.8	3	0	2.5	-8	-1.1	-0.4	-1	-0.7	-1.3	-1.2
CCc1nnc(NC(=O)c2ccc(NS(=O)(=O)c3ccccc3)cc2)s1	0.5	-29	-4	1.6	-17	-0.8	-2.6	-2	-0.2	5.3	-1.2
CCOC(=O)C(C)Sc1ccc2nnc(-c3ccc(F)cc3)n2n1 (stereo unspecified)	0.3	2	2	3.9	-188	0.2	-1.6	-4	0.3	0.9	-0.4
O=[N+]([O-])c1ccc(OS(=O)(=O)Cc2ccccc2)cc1	0.6	1	1	-5.0	0	-0.1	-1.6	1	-0.9	-0.1	-1.6
CC(C)(C)NC(=O)C(c1c[nH]c2ccccc12)N(C(=O)Cn1nnc(-c2ccc(Cl)cc2)n1)c1ccccc1F (stereo unspecified)	0.7	-30	-4	0.1	0	-1.2	0.3	-1	-1.2	-2.8	-1.7
COc1ccc(NC(=S)N2CCNC(=O)C2CC(=O)Nc2cccc(Cl)c2C)cc1 (stereo unspecified)	-0.5	1	0	-0.8	-1	-0.5	-0.5	-4	-1.5	-1.0	-0.8
CC(C)CC1=C/C(=C/c2ccc(-c3ccccc3)o2)C(=O)O1	0.5	-8	1	-2.4	-30	-0.3	0.3	0	2.3	0.7	-0.5
CCN(CC)c1ccc(C(=O)NNC(=O)CN2C(=O)NC3(CCCCC3)C2=O)cc1	2.9	-11	0	1.2	-9	1.2	0.7	3	1.8	-0.5	-0.7
O=C(CS(=O)(=O)c1ccccc1)N1CCc2ccccc21	2.0	-3	10*	21*	-5	2.6	13*	5	8.5*	0.2	1.9*
NS(=O)(=O)c1ccc(CCNC2CC(=O)N(CCc3ccccc3)C2=O)cc1 (stereo unspecified)	-0.4	-2	1	1.8	-6	0.0	-0.8	1	-1.3	-0.3	-0.6
C/C(=N\O)C(C)(C)Nc1cccc(F)c1	5.2*	2	-5	0.2	1	0.5	-0.3	4	0.9	-3.2	-0.7
COc1cccc(OC)c1C(=O)NC(=S)NCc1ccccc1	1.9	15	-4	-4.2	0	-0.6	-2.4	1	0.8	-3.7	-0.8
O=C(/C=C/NNC(=O)c1cccc(Br)c1)c1cccc(Br)c1	-0.5	-15	1	0.7	-10	-0.9	-1.7	7	1.1	0.2	-1.6
